Dengue-2 NS5 capping = flavivirus cap methylation enzyme inhibition – biochemical, confirmation dose response, primary screen (AID 588689). Dengue-2 NS5 methyltransferase capping enzyme assay, biochemical; higher % means a stronger effect. one-dose inhibition, % at 25 µM; IC50 in µM for titrated hits. 340,000 tested, 0.3% active; in the data active means a potency from the dose series
Dengue-2 NS5 capping pilot replicate = second read-out of Dengue-2 NS5 capping, no call of its own (marks repeat the call); inhibition, %; measured here: pilot screen replicate inhibition
The depositor's hits bear a star.

SMILES	Dengue-2 NS5 capping	others
CCOc1ccc(NC(=O)CN(C)C(=O)c2ccc3[nH]c4c(c3c2)CC(C)CC4)cc1OCC (stereo not given)	6%
CC[C@H]1C=C[C@@H](C(C(=O)OC)C(=O)OC)CN1C(C)=O	-8%
Cc1noc(C)c1COc1ccc(C(=O)OCC(=O)Nc2ccc(C(=O)N(C)C)cc2)cc1	-6%
C=CCn1c(SCC(=O)NC2(C#N)CCCCC2)nnc1-c1ccncc1	1%
COc1cc(C(=O)OCC(=O)c2ccc(S(=O)(=O)N3CCCCC3)cc2)cc(OC)c1OC	1%
COc1cc(/C=C/C(=O)O)cc(S(=O)(=O)NNC(=O)c2cc(C)oc2C)c1OC	2%
O=S(=O)(c1ccc(F)cc1)N1CCN(CC(O)COCc2ccccc2)CC1 (stereo not given)	-3%
O=C(NCCOc1ccccc1)c1cc([N+](=O)[O-])ccc1N1CCOCC1	-12%
CCN(CC)C(=O)[C@H]1C[C@H](CC(=O)NCCc2ccccn2)C(=O)N2CCc3c([nH]c4cc(-c5ccco5)ccc34)[C@]12C	-8%	Dengue-2 NS5 capping pilot replicate=-10.0
O=C(COC(=O)CCC(=O)c1ccccc1)NNC(=O)c1ccc(Cl)cc1	-2%
CCOc1ccccc1OCC(=O)Nc1cc(C)on1	5%
CC1=C(C(=O)N2CCOCC2)CC(CC(=O)NCc2ccco2)C(=O)N1Cc1ccc(C(C)(C)C)cc1 (stereo not given)	-6%
COc1ccc(NS(=O)(=O)c2cc3c4c(c2)CCN4C(=O)CC3)c(OC)c1	5%
Cc1cccc([C@H]2[C@@H]3C=CCC[C@@H]3C(=O)N2Cc2ccccc2)c1	1%	Dengue-2 NS5 capping pilot replicate=-1.8
CC1(C)SC2C(C(=O)O)N=C(Cc3ccccc3)N2C1C(=O)O (stereo not given)	0%
O=C1CN(C(=O)CN2CCN(S(=O)(=O)c3ccccc3F)CC2)c2ccccc2N1	21%
CCOc1ccc(S(=O)(=O)NCCC(=O)NCC(c2ccc(OC)cc2)N2CCCCC2)cc1 (stereo not given)	-1%
COc1cc(NCCCCC(C)N)c2nccc(C)c2c1 (stereo not given)	1%
CCOC(=O)C1=C(C)NC(C)=C(C(=O)OCC)C1C(=O)OCC(=O)NCc1ccc(F)cc1	-11%
Nc1c(Cl)cc(C2=NCCn3nc4cc([N+](=O)[O-])ccc4c32)cc1Cl	-8%
O=S(=O)(c1ccc(Cl)cc1)N1CCN(c2nc(C(F)(F)F)nc3ccccc23)CC1	-2%
CCOc1ccc(NC(=O)CN(C)C(=O)CCNC(=O)c2ccccc2Cl)cc1OCC	-4%
O=C(O)c1c(Cl)cccc1Cl	1%
O=C(NC(=S)Nc1ccc(O)cc1)c1cncc(Br)c1	-7%
CSc1nc(N)nc2c1ncn2C1OC(CO)C(O)C1O (stereo not given)	-9%
CN(Cc1ccc(Br)s1)C(=O)CNC(=O)c1ccc2c(c1)OCO2	2%
COC(=O)[C@]1(CC(C)C)N[C@H](c2ccc(SC3CCCCC3)cc2)[C@@H]2C(=O)N(C)C(=O)[C@@H]21	-4%
O=C1NC(=S)NC1=Cc1ccc(Cl)cc1Cl	-1%
Cc1ccc(S(=O)(=O)N2CCC(C(=O)OCc3ccccc3)CC2)cc1C	-1%
CNc1nnc(SCC(=O)c2cc(C)n(C3CC3)c2C)s1	-1%
COCCN(C(=O)COC(=O)Cc1c[nH]c2ccccc12)c1c(N)n(Cc2ccccc2)c(=O)[nH]c1=O	1%
COc1ccc(S(=O)(=O)N2CCCCCC2)cc1C(=O)N1CCN(C(C)=O)CC1	-3%
Cc1ccn2c(=O)nc(SCC(=O)c3ccccc3)nc2c1	3%
O=C(COC(=O)c1ccc(O)cc1)c1ccc(S(=O)(=O)N2CCCCC2)cc1	-8%
Cc1ccc(S(=O)(=O)N2CCC(C(=O)OCC(=O)N3CCCC(C)C3)CC2)cc1C (stereo not given)	-12%
O=C(CN1C(=O)NC2(CCOc3ccccc32)C1=O)Nc1cccc([N+](=O)[O-])c1 (stereo not given)	-5%
Cc1ccc2nc(SCC(=O)NCCCN3CCCC3=O)[nH]c2c1	2%
CCN(c1ccccc1)S(=O)(=O)c1ccc(Cl)c(C(=O)Nc2ccncc2)c1	1%
COc1ccccc1COC(=O)C(NC(=O)c1ccc(C)cc1)C(C)C (stereo not given)	-6%
C=CCC(=O)N1CCC(n2nccc2NC(=O)c2ccc3c(c2)OCO3)CC1	-1%
CN(c1ccccc1)S(=O)(=O)c1ccc(Cl)c(C(=O)Nc2ccccc2N2CCOCC2)c1	-1%
C[C@H](CO)N1C[C@H](C)[C@H](CN(C)Cc2cncnc2)Oc2cc(Br)ccc2S1(=O)=O	-2%
CCN(C(=O)CSc1nc2ccccc2o1)c1c(N)n(Cc2ccccc2)c(=O)[nH]c1=O	-9%
O=C(COC(=O)c1ccc(S(=O)(=O)N2CCCCC2)cc1)NC1CCCCC1	-2%
CN(CCc1ccccc1)C(=O)c1cccc(NC(=O)Cc2cccc(NC(=O)C3CCCN(C(=O)c4ccccc4)C3)c2)c1 (stereo not given)	-4%
O=C(NN=Cc1ccccc1O)C(O)c1ccccc1 (stereo not given)	-14%
COC(=O)c1c(C)[nH]c(C(=O)C(C)OC(=O)c2cc(C)oc2C)c1C (stereo not given)	-1%
C[C@H]1CN([C@@H](C)CO)C(=O)CCCn2nncc2CO[C@@H]1CN(C)Cc1ccccc1	-8%
C=CCn1c(=O)[nH]c(=O)c2c(N)c(C(=O)c3ccc(OC)cc3)sc21	0%
C[C@@H]1COC(=O)[C@@H](Cc2ccc(F)cc2)CC/C=C\C[C@@H](CC(=O)NCCO)C(=O)N1	-4%
COCCn1c(N)c(N(Cc2ccccc2)C(=O)c2ccc(N3CCCC3=O)cc2)c(=O)[nH]c1=O	-1%
CC1CC(C)CN(C(=O)C2CCN(C(=O)Nc3ccccc3)CC2)C1 (stereo not given)	-1%
CC(=O)c1ccc(N2CCN(C(=O)CNC(=O)c3ccc(Br)o3)CC2)cc1	-4%
Cc1ccc(S(=O)(=O)N2[C@@H](c3ccccc3)C(C(=O)O)=CC[C@H]2c2ccc(Cl)cc2)cc1	13%
Cc1ccc(-n2c(SCC(=O)NC3CCS(=O)(=O)C3)nc3ccccc3c2=O)cc1C (stereo not given)	-7%
C=CC[C@H](CC(=O)N(CCO)Cc1ccccc1)C(=O)N[C@H](COC(=O)[C@@H](CC=C)Cc1ccc(F)cc1)C(C)(C)C	-8%
COc1ccc2nc(-c3ccccc3)nc(SC)c2c1	0%	Dengue-2 NS5 capping pilot replicate=-6.1
Cn1cncc1C#Cc1c(C=O)[nH]c2ccccc12	-8%
NS(=O)(=O)c1cccc(NC(=O)CSc2nc3ccccc3c(=O)n2Cc2ccco2)c1	4%
COc1ccc(OC)c(C(C)NS(=O)(=O)c2cccs2)c1 (stereo not given)	-8%

Brought forward from above: 3 compounds, then new ones.
SMILES	Dengue-2 NS5 capping	others
Cn1cncc1C#Cc1c(C=O)[nH]c2ccccc12	-8%
NS(=O)(=O)c1cccc(NC(=O)CSc2nc3ccccc3c(=O)n2Cc2ccco2)c1	4%
COc1ccc(OC)c(C(C)NS(=O)(=O)c2cccs2)c1 (stereo not given)	-8%
COc1ccc(NS(=O)(=O)c2cc(NC(=O)c3ccccn3)ccc2OC)cc1Br	0%
CCC[C@H]1CN(c2ccc(Br)cc2)C(=O)[C@@H]1CC(=O)Nc1ccc(OC)cc1	-3%
CN1CCN(C(CNC(=O)C(=O)Nc2ccc3c(c2)OCO3)c2ccc(F)cc2)CC1 (stereo not given)	1%
CCCCOc1ccc(C(=O)NCC(=O)N2CCN(Cc3ccc4c(c3)OCO4)CC2)cc1	1%
Cc1ccc2nc(N3C(=O)C(O)=C(C(=O)c4ccc(C)o4)C3c3ccc(O)cc3)sc2c1 (stereo not given)	3%
CCOc1ccc(OCCC(=O)N(CC)CC(=O)Nc2ccccc2C(F)(F)F)cc1	-4%
Cc1c(Cl)cccc1N1C(=O)CC(NNC(=O)c2ccc3c(c2)OCO3)C1=O (stereo not given)	-4%
O=C(OCC(=O)N1CCCCCC1)c1cc(S(=O)(=O)N2CCOCC2)ccc1F	-2%
CCOC(=O)c1nn(-c2ccccc2)c(=O)cc1OCC(=O)Nc1ccccc1OCC	1%
CCCN(CC(=O)Nc1ccccc1OC)C(=O)c1nc2nc(C)ccn2n1	3%
O=C(CNC(=O)c1cccs1)Nc1ccncc1	1%
CCC[C@H]1CC(=O)C=C(c2ccc(OC)cc2)ON1C(=O)OC(C)(C)C	-5%	Dengue-2 NS5 capping pilot replicate=-1.8
CCc1cccc(OCC(=O)N(C)CC(=O)Nc2cccc(F)c2)c1	5%
CC(C#N)(NC(=O)CN1CCN(S(=O)(=O)c2ccc(Br)cc2Cl)CC1)C1CC1 (stereo not given)	1%
Nc1c(C(=O)CSc2n[nH]c(-c3ccccc3Br)n2)c(=O)[nH]c(=O)n1C1CC1	-4%
Cc1cc(C)n2nc(SCC(=O)N(C)C3CCCCC3)nc2n1	-6%
c1ccc2c(c1)Cc1ccccc1O2	12%
O=C(CCCOc1ccccc1)NN1C(=O)NC2(CCCCC2)C1=O	3%
Cc1ccc(S(=O)(=O)N(C)C)cc1NC(=O)C1CCCCN1S(=O)(=O)c1ccccc1 (stereo not given)	-9%
COc1ccccc1Nc1cc(C)nc(Nc2ccccc2OC)n1	8%
Cc1ccc(-n2nnnc2SCC(=O)NC2CCS(=O)(=O)C2)c(C)c1 (stereo not given)	-3%
COc1ccc2cc(C=O)n(C)c2c1	-6%
O=C(COc1coc(CN2CCN(c3ccc(F)cc3)CC2)cc1=O)NC1CCCCC1	-9%
COc1ccc(OCCOc2ccc(S(=O)(=O)N3CCCC3)cc2[N+](=O)[O-])cc1	-1%
Cc1ccc(CONC(=O)c2cccc([N+](=O)[O-])c2)cc1	-2%
CCOc1ccc(CN(C)C(=O)CCNC(=O)c2ccco2)cc1	-1%
O=C(Nc1ccccc1F)c1cc(S(=O)(=O)N2CCOCC2)ccc1N1CCOCC1	-4%
CCN(c1ccccc1)S(=O)(=O)c1ccc(C(=O)Nc2ncccc2C)cc1	0%
Cc1ccc(Cn2nc(C)c(C(=O)NCC(c3ccc(F)cc3)N3CCOCC3)c2Cl)cc1 (stereo not given)	-7%
CC1(C)C=Cc2c(ccc3c2OC[C@H](c2ccc(O)cc2O)C3)O1	-1%
Cc1c(NC(=O)COC(=O)/C=C/c2cccc(Br)c2)c(=O)n(-c2ccccc2)n1C	1%
CN(C(=O)c1ccc(NC(=O)Cc2ccc(NC(=O)C3CCCN(C(=O)c4ccccc4)C3)cc2)cc1)C1CCCC1 (stereo not given)	-4%
CCC(C)(C)C1CCc2[nH]nc(C(=O)NCCN3CCOCC3)c2C1 (stereo not given)	-5%
Cc1cccc(NC(=O)CN(C)C(=O)C2CCCC2)c1C	-5%
COc1ccc(F)cc1S(=O)(=O)Nc1cc2c3c(c1)CCN3C(=O)CC2	-3%
Cc1ccc(S(=O)(=O)N2CCCCC2)cc1NC(=O)Cc1cccs1	-1%
COc1cc(OC)cc(-c2c(-c3cccs3)c3cc(-c4ccc(OC)c(OC)c4)ccc3n2C)c1	-1%
C[C@H](CO)N1C[C@H](C)[C@@H](CN(C)S(=O)(=O)c2ccc(F)cc2)Oc2ccc(NC(=O)CCC(F)(F)F)cc2C1=O	-8%
CCNc1nc(NCC)n2c(SCC(=O)Nc3cccc(F)c3)nnc2n1	1%
N#Cc1ccsc1NC(=O)C1CCN(C(=O)c2ccc(Cl)cc2)CC1	1%
O=C(CN1CCCCC1)NC(=O)NC1CCCCC1	1%
COc1ccc([C@H]2CC(=O)C=C(c3cccc(F)c3OC)C2)cc1	3%
C[C@@H]1CN([C@@H](C)CO)C(=O)CCCn2nncc2CO[C@H]1CN(C)S(=O)(=O)c1ccc(Cl)cc1	1%
CCN(Cc1cccs1)C(=O)CN1C(=O)NC(c2ccccc2)(c2ccccc2)C1=O	-1%
COc1ccc(C=C2CCC3C(CCCC34OCCO4)C2=O)cc1 (stereo not given)	-7%
O=S(=O)(Nc1cccc(S(=O)(=O)N2CCCC2)c1)c1cccs1	1%
CN1CCN(c2ccc(S(=O)(=O)N3CCOCC3)cc2NC(=O)C2CCCCC2)CC1	-1%
O=C(CNC(=O)c1cccs1)Nc1ccc(N2CCOCC2)cc1	-12%

By substructure, the compounds so far containing a Cl atom (14)
SMILES	Dengue-2 NS5 capping	others
O=C(COC(=O)CCC(=O)c1ccccc1)NNC(=O)c1ccc(Cl)cc1	-2%
Nc1c(Cl)cc(C2=NCCn3nc4cc([N+](=O)[O-])ccc4c32)cc1Cl	-8%
O=S(=O)(c1ccc(Cl)cc1)N1CCN(c2nc(C(F)(F)F)nc3ccccc23)CC1	-2%
CCOc1ccc(NC(=O)CN(C)C(=O)CCNC(=O)c2ccccc2Cl)cc1OCC	-4%
O=C(O)c1c(Cl)cccc1Cl	1%
O=C1NC(=S)NC1=Cc1ccc(Cl)cc1Cl	-1%
CCN(c1ccccc1)S(=O)(=O)c1ccc(Cl)c(C(=O)Nc2ccncc2)c1	1%
CN(c1ccccc1)S(=O)(=O)c1ccc(Cl)c(C(=O)Nc2ccccc2N2CCOCC2)c1	-1%
Cc1ccc(S(=O)(=O)N2[C@@H](c3ccccc3)C(C(=O)O)=CC[C@H]2c2ccc(Cl)cc2)cc1	13%
Cc1c(Cl)cccc1N1C(=O)CC(NNC(=O)c2ccc3c(c2)OCO3)C1=O (stereo not given)	-4%
CC(C#N)(NC(=O)CN1CCN(S(=O)(=O)c2ccc(Br)cc2Cl)CC1)C1CC1 (stereo not given)	1%
Cc1ccc(Cn2nc(C)c(C(=O)NCC(c3ccc(F)cc3)N3CCOCC3)c2Cl)cc1 (stereo not given)	-7%
N#Cc1ccsc1NC(=O)C1CCN(C(=O)c2ccc(Cl)cc2)CC1	1%
C[C@@H]1CN([C@@H](C)CO)C(=O)CCCn2nncc2CO[C@H]1CN(C)S(=O)(=O)c1ccc(Cl)cc1	1%

Bioassay records: PubChem, Southern Research Specialized Biocontainment Screening Center

Some of the compounds tested; rates above refer to the full screens.
